Source: PubChem
BL2 CD40 inh: inhibitors of CD40-induced NF-kB signaling, primary screen, BL2 cells, luciferase reporter, single point. inhibition, % at 10 µM. 83,000 tested, 0.94% active. CD40L-induced, 4 h. AID 1053188, 2014;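 active = mean inhibition of at least 50% with a set share of replicates also reaching that level; inconclusive = no clear call, values can overlap the other calls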;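 also: 0% = neutral control wells and 100% = IKK inhibitor VII at 50 µM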
Starred values were filed as active, the others as inactive; ? = inconclusive; [ ] = another dose, or the depositor's remark.

Start of the listing, in advance (2 entries):
BL2 CD40 inh,SMILES
16.4,COc1ccc(Cc2noc(CN3CCC(c4ccncc4)CC3)n2)cc1OC
-0.8,O=C(Nc1ccnn1C1CCN(Cc2ccccc2OC(F)F)CC1)c1cccnc1

Main list, previewed entries included:
BL2 CD40 inh,SMILES
16.4,COc1ccc(Cc2noc(CN3CCC(c4ccncc4)CC3)n2)cc1OC
-0.8,O=C(Nc1ccnn1C1CCN(Cc2ccccc2OC(F)F)CC1)c1cccnc1
9.8,O=C(Nc1ccncc1)C1CC1c1ccccc1 (stereo not given)
0.7,CC(C)Oc1ccc(CN2CCC2(C)C(=O)NCc2cccc3ccccc23)cc1 (stereo not given)
2.5,CCCc1nnc(NC(=O)CCC(=O)N2CCN(CCn3c(C)ccc3C)CC2)s1
-46.7,c1ccc(CSc2ccc(-c3ccco3)nn2)cc1
8.3,CN(Cc1ccccc1)C(=O)N[C@@H](Cc1ccccc1)C(=O)O
7.4,Cc1cc(NS(=O)(=O)c2ccc(NC(=O)CN3C(=O)NC(C)(c4ccccc4)C3=O)cc2)nc(C)n1 (stereo not given)
-16.9,OC(COc1ccc(OCc2ccccc2)cc1)CN1CCOCC1 (stereo not given)
15.4,CCc1nnc(NC(=O)CCNC(=O)c2ccco2)s1
-18.8,CC(=O)Nc1ccc(C=CC(=O)c2ccc([N+](=O)[O-])cc2)cc1
1.3,O=C(NCCCn1ccnc1)c1cc(-c2cccnc2)nc2ccc(Br)cc12

New compounds follow
BL2 CD40 inh,SMILES
5.5,COc1ccc(C2NCCC3(O)CCCCC23)c(OC)c1OC (stereo not given)
0.0,O=C(CNC(=O)c1ccc(Br)o1)NCC(=O)OCc1ccccc1
0.0,COc1ccc(S(=O)(=O)N2CCN(CC(=O)N3CCOCC3)CC2)cc1OC
-6.4,CCN(CC(=O)Nc1ccccc1C(F)(F)F)C(=O)CSCC(=O)Nc1cc(C)on1
9.9,CC(=O)c1ccc(N2CCN(C(=O)c3noc4c3CSc3ccccc3-4)CC2)cc1
-71.0,O=C(COc1ccc2c(c1)OCO2)Nc1ccc(Cl)cn1
8.7,COc1ccc(CC(=O)N2CCNC2=O)cc1
0.5,CCn1c(SCc2nc3ccccc3c(=O)[nH]2)nc2ccccc2c1=O
-4.3,C[C@H](NC(=O)N1CCn2c1nc1ccccc12)C(=O)NCCc1ccccc1
0.9,CC(C)(C)[S@](=O)N1Cc2cc(C(=O)NCCN3CCCCC3)nc(-c3cccc(-c4ccc(C#N)cc4)c3)c2[C@@H]1CCO
1.8,O=C(OCc1nc2ccsc2c(=O)[nH]1)c1ccc(Cl)nc1
16.2[25 µM],CO[C@H]1CN(C)C(=O)c2cc(NC(=O)c3ccc(F)cc3)ccc2OC[C@@H](C)N(C(=O)CC2CC2)C[C@H]1C

Single values from the list:
CCCc1nnc(NC(=O)CCC(=O)N2CCN(CCn3c(C)ccc3C)CC2)s1 @ BL2 CD40 inh = 2.5
c1ccc(CSc2ccc(-c3ccco3)nn2)cc1 @ BL2 CD40 inh = -46.7
Cc1cc(NS(=O)(=O)c2ccc(NC(=O)CN3C(=O)NC(C)(c4ccccc4)C3=O)cc2)nc(C)n1 (stereo not given) @ BL2 CD40 inh = 7.4

(cont.)
BL2 CD40 inh,SMILES
5.7,COc1ccc(-n2c(Cc3cccn3C)nnc2SCC(=O)NCCc2ccccc2)cc1
-70.6,c1ccc(-c2noc(-c3ccco3)n2)nc1
3.6,COc1ccccc1C(O)c1ncc(-c2cccc3ccccc23)[nH]1 (stereo not given)
-3.6,COc1ccccc1NC(=O)c1c(C)cc(=O)oc1C
-74.0,Cn1cccc1C(=O)OCC(=O)N1CCc2ccccc2C1
12.2[25 µM],N#C[C@@H]1[C@H](c2ccccc2C2=CCCC2)[C@H](CO)N1C(=O)C1CCCC1
-4.3,CCOC(=O)CNC(=O)CNC(=O)c1ccc(OC)cc1
-7.3,CCCNC(=O)C1(C)CCN1C(=O)c1ccc(C(C)(C)C)cc1 (stereo not given)
3.2,C[C@@H]1CN([C@H](C)CO)C(=O)c2cc(NS(C)(=O)=O)ccc2O[C@@H]1CN(C)S(=O)(=O)c1ccc(Cl)cc1
-1.2,CCOC(=O)c1c(-c2ccc(C)o2)csc1NC(=O)CN1CCOCC1
14.7,COc1ccc(CCNC(=O)c2cc(-c3cc(Cl)cc(Cl)c3)oc2C)cc1
6.8,C=C(Br)CN1CCN(CC(=C)Br)CC1

Carrying on.
BL2 CD40 inh,SMILES
?,COc1ccc(CCN2CCC(Nc3nc4ccccc4n3Cc3ccc(F)cc3)CC2)cc1
2.8,Cc1ccc(CNC(=O)C2(C)CCN2C(=O)Cc2ccc(C(C)(C)C)cc2)cc1 (stereo not given)
-9.2,Cn1c2ccccc2c2cc(C(=O)NNC(=O)CCl)sc21
16.9,O=S(=O)(Cc1cc(N2CCOCC2)nc(-c2ccccn2)n1)c1ccccc1
0.0,O=C(O)/C=C/C(=O)Nc1ccc(C(=O)c2ccccc2)cc1
1.0,Cc1cccc(CSCC(=O)N2CCN(S(=O)(=O)c3ccccc3C#N)CC2)c1
7.3,CC1Cc2ccccc2N1C(=O)C1CCCCN1S(=O)(=O)c1ccccc1 (stereo not given)
7.7,CC(C)CN(C(=O)COC(=O)c1ccc(Br)cc1)c1c(N)n(Cc2ccccc2)c(=O)[nH]c1=O
11.3,Cc1ccc(NS(=O)(=O)c2ccc(C(=O)OCC(=O)Nc3cc(C)on3)cc2)cc1
-4.5,CCOc1ccccc1NC(=O)C(c1ccccc1)N1CCN(CC(=O)N2CCOCC2)CC1 (stereo not given)
14.2,Cc1cc(NS(=O)(=O)c2ccccc2)no1
1.6,O=C(Nc1ccccc1)N1CCSc2ccccc21

3 compounds out of the list above, sorted by the value under BL2 CD40 inh, smallest number first:
| Compound | BL2 CD40 inh |
| --- | --- |
| O=C(O)/C=C/C(=O)Nc1ccc(C(=O)c2ccccc2)cc1 | 0.0 |
| Cc1ccc(CNC(=O)C2(C)CCN2C(=O)Cc2ccc(C(C)(C)C)cc2)cc1 (stereo not given) | 2.8 |
| CC1Cc2ccccc2N1C(=O)C1CCCCN1S(=O)(=O)c1ccccc1 (stereo not given) | 7.3 |

More entries follow.
BL2 CD40 inh,SMILES
14.2,CN1CCC(N(C)CC(C)(C)NS(=O)(=O)c2ccccc2)CC1
-34.9,Cc1nn(-c2ccc(N3CCOCC3)nn2)c(C)c1CCC(=O)Nc1ccccc1
19.5,CCOc1ccc(C(=O)NNC(=O)c2cc(C)oc2C)cc1
-7.3[25 µM],CC(C)OC(=O)N(C)C[C@H]1OCc2cnnn2CCCC(=O)N([C@H](C)CO)C[C@@H]1C
9.1,Cc1nc2ccc(NC(=O)C3CCN(S(=O)(=O)c4cccs4)CC3)cc2s1
6.0,CC1(C)CC(=O)C(CS(=O)(=O)c2ccccc2)=C(Cl)C1
1.4,CCCCCC(=O)N1CCN(CCN=CC2=C(O)CC(c3ccc(OC)c(OC)c3)CC2=O)CC1 (stereo not given)
-23.9,CCOC(=S)SCc1cn2cccc(C)c2n1
3.6,Cn1c(Cc2csc(N)n2)nnc1SC/C=C/c1ccccc1
1.1[25 µM],C[C@@H]1CN([C@@H](C)CO)C(=O)CCCn2cc(nn2)CO[C@H]1CN(C)S(=O)(=O)c1ccc(Oc2ccccc2)nc1
6.2,COC(=O)c1c(NC(C)=O)sc2c1CCN(Cc1ccccc1)C2
8.3,COc1ccc(CCNC(=O)NC(C(F)(F)F)C(F)(F)F)cc1OC

Remaining list, next part:
BL2 CD40 inh,SMILES
10.7,O=c1c2ccccc2nnn1Cc1ccco1
-14.0,CN(Cc1ccc(F)cc1)C(=O)CNC(=O)c1cccs1
0.5,COCCNC(=O)c1cc2sccc2n1C
0.2[25 µM],C[C@H]1CN([C@@H](C)CO)C(=O)c2cc(NC(=O)Nc3ccc4c(c3)OCO4)ccc2O[C@H]1CN(C)C
-2.0,CCOc1ncccc1C(=O)OCC(=O)NC(=O)NC(C)C
11.2,CN(C)c1ccc2c(O)cc(=O)n(C)c2c1
-0.1,COc1ccc(OC)c(-n2c(SCC(=O)NCC3CCCO3)nc3ccccc3c2=O)c1 (stereo not given)
5.1,O=C(Nc1ccc([N+](=O)[O-])cc1)C1C(c2ccccc2)=C1c1ccccc1
0.5,Cc1cccc(C(=O)NCC(c2ccco2)N(C)C)c1 (stereo not given)
-1.6,CC(=O)N1CCN(S(=O)(=O)c2ccc3c(c2)CCC(=O)N3)CC1
-75.9,Cn1c(=O)c2ncn(CC(=O)Nc3cccc(-c4nc5ccccc5s4)c3)c2n(C)c1=O
1.9,c1ccc(Oc2ncnc3ccccc23)cc1

The listing continues.
BL2 CD40 inh,SMILES
81.3*,O=C(Nc1ccc(N2CCOCC2)cc1)c1cnccn1
3.1,Cc1cccc(C)c1NC(=O)CCCSc1nnc(N)s1
4.2,O=C(c1ccccc1)N1CCN(S(=O)(=O)N2CCOCC2)CC1
-11.4[25 µM],CNC[C@@H]1Oc2ncc(-c3cncnc3)cc2C(=O)N([C@@H](C)CO)C[C@H]1C
8.0,CCOC(=O)c1cnc2ccccc2c1NCCO
-2.8,CC(Sc1ncnc2sc(-c3ccccc3)cc12)C(=O)NCC1CCCO1 (stereo not given)
-2.9,CCn1c(SCC(=O)c2ccc(Br)cc2)nnc1C(C)NC(=O)Cc1ccc(OC)cc1 (stereo not given)
4.3[25 µM],C[C@H](CO)N1C[C@H](C)[C@@H](CN(C)S(C)(=O)=O)OCCCC[C@H](C)Oc2ccc(NC(=O)NC3CCCCC3)cc2C1=O
-5.3[25 µM],COc1ccc2c3c([nH]c2c1)[C@@H](CO)N(Cc1nccs1)CC31CCN(C(=O)C2CCCCC2)CC1
5.9[25 µM],Cc1nc(N2[C@@H](C#N)[C@H](c3ccccc3)[C@@H]2CO)sc1C
4.5,CCOc1ccc(NS(=O)(=O)c2ccc3c(c2)CCN3C(=O)C2CCC2)cc1
10.9,c1ccc(N2CCN(Cc3cn4cccnc4n3)CC2)cc1

(next part)
BL2 CD40 inh,SMILES
13.9[25 µM],Cc1cccc(S(=O)(=O)N2C[C@H]3[C@@H](c4ccccc42)[C@@H](CO)N3C(=O)c2ccccc2)c1
-4.7,CCCCCC(=O)Nc1ccc(C(=O)CN2C(=O)NC3(CCCCCC3)C2=O)cc1
-7.6,O=C(CSc1nncs1)Nc1ccc(Cl)cc1C(F)(F)F
-16.5,O=C(Nc1ccc(N2CCCC2)cc1)c1ccc2ccccc2c1
-15.2[25 µM],CO[C@@H]1CN(C)C(=O)c2cc(NC(=O)c3ccc(Oc4ccccc4)cc3)ccc2OC[C@H](C)NC[C@H]1C
2.8,Cc1cc(C(=O)N2CCN(c3ccccn3)CC2)no1
-0.9,Cc1cc(C(=O)OCCN2C(=O)c3ccccc3C2=O)c2ccccc2n1
1.7,CC1(C)CC(=O)C(C=NCCN2CCN(C(=O)c3ccccc3)CC2)=C(O)C1
10.6,O=S(=O)(NC(=NCc1ccccc1)c1ccccc1F)c1ccccc1
4.6,C#CCOCC1CN(C)C(=O)O1 (stereo not given)
8.4,O=C1CC(C(=O)NCc2ccccc2)N=C(N2CCCCC2)N1 (stereo not given)
-2.1,Cc1c(NC(=O)c2ccc(NS(=O)(=O)c3cccc([N+](=O)[O-])c3)cc2)c(=O)n(-c2ccccc2)n1C

Next part
BL2 CD40 inh,SMILES
0.3,CN(C(=O)COC(=O)CCC1CCCCC1)c1c(N)n(Cc2ccccc2)c(=O)[nH]c1=O
7.7,C#CCOc1ccc(/C=N/NC(=O)c2cccnc2)cc1OCC
-38.0,CCCc1noc(-c2ccc(-c3ccccc3)cc2)n1
3.9,Cc1ncc([N+](=O)[O-])n1CC(=O)N/N=C/c1ccccc1F
12.3,O=C(CN1C(=O)NC2(CCCCC2)C1=O)Oc1ccc2c(C(F)(F)F)cc(=O)oc2c1
5.5,COc1ccc(CCC(=O)NC(C)C)cc1
-11.9,NC(=O)C1CCN(c2nc(-c3ccc(Br)cc3)cs2)CC1
3.4,Cc1ccc(C)c(NC(=O)CN(C)C(=O)CN2C(=O)C3CCCCC3C2=O)c1 (stereo not given)
-120.1,Cc1ccc2cc(NC(=O)Cc3ccccc3)ccc2n1
-5.4,C1CC1Cc1noc(CN2CCN(C3C4CC5CC(C4)CC3C5)CC2)n1 (stereo not given)
1.7[25 µM],CC(C)C#Cc1ccc([C@H]2[C@@H](CO)N3C(=O)CN(C(=O)Cc4ccccc4)C[C@@H]23)cc1
0.8,C[C@H]1CN([C@@H](C)CO)C(=O)CCCn2cc(nn2)CO[C@@H]1CN(C)C(=O)C1CCCCC1

Remaining list, next part:
BL2 CD40 inh,SMILES
-55.3,O=[N+]([O-])c1cccnc1Oc1ccc(OCc2ccccc2)cc1
11.0,CC1(c2ccccc2)NC(=O)N(CC(=O)NCCC2=CCCCC2)C1=O (stereo not given)
1.1,O=C(COC(=O)c1ccc(S(=O)(=O)NCc2ccco2)cc1)NCc1ccccc1
3.3,CCS(=O)(=O)N1Cc2ccccc2CC1C(=O)N(C)CC(=O)Nc1cccc(F)c1 (stereo not given)
-44.7,CC(Oc1ccccc1F)C(=O)Nc1ccc2ccccc2c1 (stereo not given)
-4.4,CC(C)[C@H](C)NC(=O)N(C)C[C@H]1OCc2ccccc2-c2c(n(C)c3ccccc23)C(=O)N([C@H](C)CO)C[C@H]1C
-4.5,CC(=O)Nc1ccc(NC(=O)CSc2nc(=O)n3cccc(C)c3n2)cc1
17.0,O=C(c1ccc2ccccc2c1)C1CCCN(S(=O)(=O)c2cccnc2)C1 (stereo not given)
8.0,COc1cc(C)nc(Oc2ccc(=O)[nH]n2)n1
5.7,Cc1ccc(-n2c(=O)cc(NCc3cccnc3)[nH]c2=O)cc1
-6.5[25 µM],O=C(C1CCOCC1)N1CC[C@@H]2[C@H]1c1cc(-c3cccc(F)c3)ccc1N[C@@H]2CO
-25.1,Cc1cccc(-c2nn(-c3ccccc3)cc2C(=O)NCC(c2cccs2)N2CCOCC2)c1 (stereo not given)
9.4[25 µM],CN1C(=O)c2cc(NC(=O)Cc3cccs3)ccc2OC[C@H]2O[C@@H](CC(=O)NCCc3ccncc3)CC[C@H]21
-4.1,C[C@@H]1CN([C@@H](C)CO)C(=O)c2c(c3ccccc3n2C)-c2ccccc2CO[C@@H]1CN(C)Cc1ccc(-c2ccccc2)cc1
3.3,O=S(=O)(Nc1ccc(N2CCOCC2)nn1)c1ccccc1

Only part of the results is shown; count on the stated rates, not on these rows.
